# DENV2 CPE rescue: inhibitors of DENV2 cytopathic effect; DENV2-infected cells, cytopathic effect rescue, plate reader; CPE inhibition, % at 9.99 µM; 350,000 compounds, 1.7% hits; AID 651640; in the data active = CPE inhibition above about 20%, passing the limit was not always enough; inconclusive = no clear call, values can overlap the other calls; tested in BHK-21 cells;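 also: 0% = median of neutral control wells and 100% = median of positive control wells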
# C2C12 statin: protects C2C12 myotubes from simvastatin toxicity. ATP luminescence, 48 h; scaled: DMSO 0, geranylgeraniol control 100. rescue of ATP level, % at 7.49 µM. 330,000 compounds, 0.78% hits;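 active = mean ATP rescue above about 67%, or every replicate alone reaching that limit, limit read from the data, passing the limit was not always enough; inconclusive = no clear call, values can overlap the other calls; inactive = mean under the limit and some replicate under it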;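 also: myotubes were challenged with 10 µM simvastatin during compound exposure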
# S100A4 inh HTS: S100A4-myosin IIA interaction inhibition | AID 652163 | S100A4/TAMRA-MyoIIA peptide fluorescence polarization | inhibition, % at 10.7 µM | P26447 | 360,000 compounds, 0.14% hits;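 active = mean inhibition of at least 70% across replicates, with every replicate also reaching that level; inconclusive = mean inhibition reaches 70% but some replicates fall short; inactive = mean inhibition below 70%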
#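 System – human S100A4 monomer protein, biochemical binding assay · Buffer or medium – Calcium-containing HEPES buffer, pH 7.2 · Timing – 5 min between mix addition and reading · Also added – TAMRA-labelled myosin IIA heavy-chain peptide probe, 5 nM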
# ERp5 block: inhibitors of human ERp5; Q15084; ERp5 insulin aggregation, absorbance 650 nm, 90 min; inhibition, % at 9.99 µM; 350,000 compounds, 0.05% hits;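 active = mean replicate inhibition above about 25%, with every replicate also reaching it, limit read from the data, passing the limit was not always enough; inconclusive = only one of those two criteria met; inactive = neither criterion met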
# Target sequence (Q15084 whole entry, looked up): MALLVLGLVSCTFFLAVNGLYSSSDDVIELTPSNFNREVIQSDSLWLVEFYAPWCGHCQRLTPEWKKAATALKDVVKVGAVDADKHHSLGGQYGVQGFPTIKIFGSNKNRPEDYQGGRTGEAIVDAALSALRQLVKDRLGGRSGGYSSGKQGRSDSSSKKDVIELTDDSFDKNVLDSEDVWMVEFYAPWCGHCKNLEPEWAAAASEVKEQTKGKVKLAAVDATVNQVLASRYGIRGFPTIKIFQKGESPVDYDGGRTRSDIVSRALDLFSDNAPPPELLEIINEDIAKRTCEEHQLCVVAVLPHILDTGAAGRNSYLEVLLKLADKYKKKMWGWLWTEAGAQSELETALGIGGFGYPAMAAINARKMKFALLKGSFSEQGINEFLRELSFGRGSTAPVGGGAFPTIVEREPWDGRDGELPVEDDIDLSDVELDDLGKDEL
# E-sel inducer: induces E-selectin expression in human endothelial cells; P16581; HUVEC E-selectin immunofluorescence imaging; normalized: neutral wells 0, TNF-alpha wells 100; activation, % at 7.58 µM; 260,000 compounds, 0.37% hits; AID 686992;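 active = mean E-selectin-positive cell signal at least 10% of the positive control, reached in at least 60% of replicates, without over 20% cell loss; inconclusive = no rule given, readout overlaps actives, possibly toxicity-flagged; inactive = the rest, including those meeting only one limit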;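 also: in these data hits start at about 27%; measured in HUVEC primary endothelial cells; signal is the percent of cells scored E-selectin positive by PE staining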
# Target sequence (P16581 whole entry, looked up): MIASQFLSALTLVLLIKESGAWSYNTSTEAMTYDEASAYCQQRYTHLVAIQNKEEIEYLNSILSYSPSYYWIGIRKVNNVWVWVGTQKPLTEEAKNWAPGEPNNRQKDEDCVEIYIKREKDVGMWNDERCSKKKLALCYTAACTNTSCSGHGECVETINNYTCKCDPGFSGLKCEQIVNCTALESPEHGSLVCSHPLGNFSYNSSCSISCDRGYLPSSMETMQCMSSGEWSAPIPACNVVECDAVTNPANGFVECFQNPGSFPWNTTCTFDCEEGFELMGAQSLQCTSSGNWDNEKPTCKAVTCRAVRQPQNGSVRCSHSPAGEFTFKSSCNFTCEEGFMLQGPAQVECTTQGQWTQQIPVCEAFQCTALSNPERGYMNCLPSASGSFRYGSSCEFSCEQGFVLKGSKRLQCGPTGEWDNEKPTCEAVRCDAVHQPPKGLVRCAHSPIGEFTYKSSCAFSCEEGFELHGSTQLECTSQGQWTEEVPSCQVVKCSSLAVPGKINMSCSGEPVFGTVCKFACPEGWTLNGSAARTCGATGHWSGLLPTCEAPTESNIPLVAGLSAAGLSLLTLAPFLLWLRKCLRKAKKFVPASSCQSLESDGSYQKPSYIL
#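 Test system: HUVEC | Signal: Immunofluorescence imaging | Read-out: Percent E-selectin-positive cells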
# SIRT5 block: blocks human SIRT5 desuccinylation of peptide; Purified SirT5, succinyl-peptide AMC, trypsin-coupled fluorescence; 330,000 compounds, 1.1% hits; inhibition, % at 15 µM; Q9NXA8; AID 652115; in the data active = inhibition above about 15%; inconclusive = no clear call, values can overlap the other calls
# PglD DTNB: PglD (C. jejuni) enzyme inhibition. AID 602405. purified PglD enzyme, DTNB colorimetric CoA detection. 360,000 compounds, 0.098% hits. inhibition, % at 12.5 µM; in the data active = inhibition above about 16%, passing the limit was not always enough; inconclusive = no clear call, values can overlap the other calls; also: strong numbers were not always called active
# Starred values were filed as active, the others as inactive; u = inconclusive; x = no result given. This is a subset, so the mix of outcomes need not match the whole.
compound	DENV2 CPE rescue	C2C12 statin	S100A4 inh HTS	ERp5 block	E-sel inducer	SIRT5 block	PglD DTNB
O=C(C[C@@H]1C[C@H]2c3cc(NC(=O)Nc4ccc(C(F)(F)F)cc4)ccc3O[C@H]2[C@@H](CO)O1)NCc1ccc2c(c1)OCO2	0	8	11	0	4.0	7	-2
CC(C)NC(=O)Nc1ccc2c(c1)C(=O)N([C@@H](C)CO)C[C@@H](C)[C@@H](CN(C)C(=O)CCCN(C)C)OCCCC[C@@H](C)O2	15	x	-1	-3	-0.2	-3	0
CC(=O)c1cccc(S(=O)(=O)N2CCn3cccc3C2C)c1 (configuration not stated)	-5	-6	3	-2	1.4	1	-7
CC(C)c1nc(CNC(=O)C2CCC(=O)N(CCc3cccc(F)c3)C2)cs1 (configuration not stated)	-1	1	-3	-21	0.2	-1	0
CCCC#Cc1ccc2c(c1)O[C@@H](CN(C)C(=O)CN(C)C)[C@H](C)CN([C@@H](C)CO)S2(=O)=O	1	-11	18	-4	-0.7	-4	-3
N#C[C@@H]1[C@H](c2ccc(C#CCC3CCCC3)cc2)[C@@H](CO)N1C(=O)CN1CCOCC1	1	-1	8	-4	0.1	-5	1
O=C(Cc1cccs1)N/N=C/c1ccccn1	0	x	3	2	7.5	3	-2
Nc1ccncc1N	9	-4	-1	-4	-0.2	-4	-2
O=C(NCC[C@@H]1CC[C@@H](NC(=O)C2CCC2)[C@H](CO)O1)c1cc(Cl)cc(Cl)c1	-6	-7	4	-6	-0.3	-1	1
Cc1c(Cl)cccc1NC(=O)CSc1nc2ncc(Cl)cc2[nH]1	1	-2	8	-9	x	-2	2
COc1ccccc1OCC(=O)N1CCCCCCC1	3	0	-4	3	x	1	5
C[C@@H]1CN([C@@H](C)CO)C(=O)Cc2cc(NC(=O)Nc3ccccc3)ccc2O[C@H]1CN(C)Cc1ccccc1	4	-17	-7	7	x	6	-2
CCc1nnc(N2C(=O)c3ccc(Oc4ccc([N+](=O)[O-])cc4)cc3C2=O)s1	x	x	1	-1	x	1	x
O=C(Nc1ccc(Oc2ccccc2)nc1)C1CCCCN1Cc1cccc(OCCO)c1 (configuration not stated)	4	0	-6	-2	x	-1	7
COCCN(C(=O)CCC(=O)Nc1ccccn1)C(C(=O)NCCC(C)C)c1ccc(C)cc1 (configuration not stated)	5	18	-2	8	-0.1	-2	1
CC(C)NC(=O)N(C)C[C@@H]1Oc2ncc(-c3cccc(C(F)(F)F)c3)cc2C(=O)N([C@H](C)CO)C[C@@H]1C	5	-11	0	-3	-0.2	2	1
Cc1cc(NS(=O)(=O)c2ccc(OCCNS(C)(=O)=O)cc2)no1	-3	3	0	8	x	-3	1
O=C(C[C@@H]1C[C@@H]2c3cc(NS(=O)(=O)c4ccccc4)ccc3O[C@@H]2[C@H](CO)O1)NCC1CC1	4	-8	7	3	0.1	1	-3
COc1cccc(CNC(=O)Cn2nc(C)c([N+](=O)[O-])c2C)c1	-1	-1	-4	2	x	4	-3
O=C(Nc1cccc(C(F)(F)F)c1)c1cccnc1	-2	-55	-5	3	x	6	x
CCN1CCN(C(=O)N(c2ccccc2)c2ccccc2)CC1	6	-4	-3	3	1.0	-1	1
CC(=O)Nc1cccc(NC(=O)C(F)(F)F)c1	-3	x	-2	1	-0.6	-8	x
CSc1n[nH]c(NCc2cccs2)n1	-3	2	2	8	x	-1	7
CCOc1ccccc1OCCCC(=O)Nc1cc(S(=O)(=O)N2CCCCC2)ccc1C	0	15	-1	-3	0.3	x	-1
CC(C)(C)S(=O)c1cccs1 (configuration not stated)	1	-18	2	-2	x	1	-3
C/C=C/c1ccc2c(c1)O[C@@H](CN(C)C(=O)CN1CCOCC1)[C@@H](C)CN([C@H](C)CO)S2(=O)=O	2	7	20	-1	0.2	-1	-1
COc1ccc2cc3cc(C(=O)NCCC(C)C)oc3nc2c1	3	-22	-8	11	0.0	-57	6
COC(=O)c1cc(=O)c2c(C)nc(C(Cl)(Cl)Cl)nc2[nH]1	-5	x	0	-4	x	-2	x
Cc1ccc(S(=O)(=O)N(C)C)cc1NC(=O)C(C)OC(=O)/C=C/c1cccs1 (configuration not stated)	-7	-19	-5	4	0.9	0	1
OCCN1CCN(c2ncnc3sc4c(c23)CCCC4)CC1	-1	-3	-1	4	x	-40	7

# Structural class: the compounds so far with an aryl thioether with sulfur outside any ring
compound	DENV2 CPE rescue	C2C12 statin	S100A4 inh HTS	ERp5 block	E-sel inducer	SIRT5 block	PglD DTNB
Cc1c(Cl)cccc1NC(=O)CSc1nc2ncc(Cl)cc2[nH]1	1	-2	8	-9	x	-2	2
CSc1n[nH]c(NCc2cccs2)n1	-3	2	2	8	x	-1	7

# Next records.
compound	DENV2 CPE rescue	C2C12 statin	S100A4 inh HTS	ERp5 block	E-sel inducer	SIRT5 block	PglD DTNB
C=CCn1cnc2sc(C(=O)Nc3ccccc3OC)c(C)c2c1=O	5	1	1	0	x	2	-4
COC(=O)CNC(=O)Cn1c(=O)n(Cc2ccc(F)cc2)c(=O)c2sccc21	-1	2	3	2	0.5	-2	-15
O=C1NC2(CCC3(CC2)OCCO3)NN1c1ccc(Cl)cc1	3	x	3	0	x	-8	x
CC1CC(C)CN(S(=O)(=O)c2ccc3c(c2)oc(=O)n3CC(=O)NCc2cccnc2)C1 (configuration not stated)	-4	15	-2	7	-0.6	22*	x
O=C(C[C@@H]1CC[C@H](NC(=O)CCN2CCCCC2)[C@@H](CO)O1)Nc1ccc(-c2ccccc2)cc1	-5	-32	-8	6	0.2	-3	3
OC[C@@H]1Nc2ccc(-c3ccccc3)cc2[C@H]2[C@@H]1CCN2Cc1ccc(F)cc1	49*	-6	-9	-1	0.6	-1	2
CO[C@@H]1CN(C)C(=O)c2cc(NC(=O)C3CCOCC3)ccc2OC[C@@H](C)N(CC2CCOCC2)C[C@H]1C	15	6	-21	1	0.5	-1	2
O=C(CCN1C(=O)c2cccc3cccc(c23)C1=O)NCC1CCCO1 (configuration not stated)	x	7	1	-4	0.1	0	1
O=C(C[C@H]1C[C@@H]2c3cc(NC(=O)c4ccc5c(c4)OCO5)ccc3O[C@@H]2[C@H](CO)O1)NCC1CC1	13	-2	2	-2	0.0	-4	3
COC(=O)c1c(NC(=S)NNC(=O)c2ccc(Cl)s2)sc(C(=O)N(C)C)c1C	-3	x	-4	4	0.6	-2	4
Cc1cccc(-c2nnc(SCC(=O)c3ccc(O)cc3O)n2C)c1	-3	-11	-1	-5	x	-3	x
COc1ccc(N(C(=O)Cn2nnc3ccccc32)C(C(=O)NCc2ccco2)c2ccncc2)cc1 (configuration not stated)	u	6	11	2	x	-1	0
CCCCNc1nccnc1-c1cccc(C=O)c1	1	10	5	3	-0.1	-4	0
CC(C)=CCN1CCN(Cc2ccc(N3CCNC3=O)cc2)CC1CCO (configuration not stated)	0	7	-2	7	0.1	0	-2
COc1ccc(CC(=O)N2CCN(c3ccccc3)CC2)cc1OC	-6	1	1	3	-0.1	-2	-15
COc1ccc(NC(=O)C2CCN(S(=O)(=O)c3c(C)noc3C)CC2)cc1OC	-4	-1	4	-2	x	0	-6
Cc1ccccc1C(=O)N1CCc2c([nH]c3ccccc23)C1C(F)(F)F (configuration not stated)	u	-3	-13	3	0.0	-3	-1
C[C@@H]1CN([C@@H](C)CO)C(=O)c2c(c3ccccc3n2C)-c2ccccc2CO[C@H]1CN(C)C(=O)N[C@H](C)c1ccccc1	-1	x	4	8	0.4	8	-3
CC12CCC(=O)N1C(C(=O)N1CCN(S(=O)(=O)c3ccccc3F)CC1)CS2 (configuration not stated)	12	3	-3	0	-0.3	-3	x
CCCOc1ccc(S(=O)(=O)N2CCCC2)cc1[N+](=O)[O-]	u	-1	3	3	0.0	2	-3
COc1ccc(NC(=O)Nc2ccc3c(c2)C(=O)N([C@@H](C)CO)C[C@@H](C)[C@H](CN(C)S(=O)(=O)c2ccccc2)OCCCC[C@@H](C)O3)cc1	15	x	6	0	x	15*	0
CO[C@H](CN(C)C(=O)Nc1ccc(Cl)cc1)[C@@H](C)CN(Cc1ccccc1Cl)[C@H](C)CO	1	-13	-41	-2	-0.1	3	0
O=C(Nc1ccncc1)c1cc(S(=O)(=O)N2CCN(c3ccccc3)CC2)ccc1Cl	5	-16	-8	-4	x	1	3
CCOC(=O)C1CCN(C(=O)c2cccc(S(=O)(=O)N3c4ccccc4CC3C)c2)CC1 (configuration not stated)	-5	6	-6	3	-0.1	-3	4
COCC(=O)N(C)C[C@H]1Oc2ncc(-c3ccc(C)cc3)cc2C(=O)N([C@H](C)CO)C[C@H]1C	-5	34	-1	-2	0.8	-1	1
CCCC(=O)OCC(=O)c1[nH]c(C)c(C(C)=O)c1C	7	-1	-5	-2	0.0	-2	-1
CCCC#Cc1ccc([C@H]2[C@H]3CN(S(=O)(=O)c4ccccc4C)CCCCN3[C@H]2CO)cc1	-8	x	8	-3	-0.6	6	-2
N#Cc1c(-c2ccccc2F)cc(-c2cccnc2)nc1N	-9	x	1	-46	x	-13	0
C[C@@H]1CN([C@@H](C)CO)C(=O)c2cccc(NS(=O)(=O)c3ccc(F)cc3)c2O[C@H]1CN(C)S(=O)(=O)c1ccc(Cl)cc1	-2	x	14	-6	0.0	4	1
O=C(CSc1cccc[n+]1[O-])CSc1cccc[n+]1[O-]	-1	x	2	0	x	-1	x
CC(C)NC(=O)Nc1ccc2c(c1)C(=O)N([C@@H](C)CO)C[C@@H](C)[C@@H](CN(C)Cc1ccc(C(F)(F)F)cc1)OCCCC[C@H](C)O2	-9	x	-7	0	x	10	1
C[C@H]1CN([C@@H](C)CO)C(=O)c2cc(NC(=O)C3CC3)ccc2O[C@@H]1CN(C)C(=O)Nc1ccc(C(F)(F)F)cc1	-8	-5	-6	2	0.2	0	1
COc1ccc(NC(=O)[C@@H]2CC=C[C@@H]3CCN(Cc4ccccc4)C(=O)[C@@H]32)cc1	25*	7	2	5	0.2	x	6
Cc1noc(C)c1NC(=O)Nc1cccc2c1O[C@H](CN(C)C(=O)Nc1ccc(C(F)(F)F)cc1)[C@H](C)CN([C@H](C)CO)C2=O	x	-5	x	x	-0.1	-7	-3
COCC#Cc1ccc2c(c1)O[C@@H](CN(C)C)[C@@H](C)CN([C@H](C)CO)S2(=O)=O	-8	18	-15	-5	0.0	1	-4
N#CCC(=O)N/N=C/c1cc([N+](=O)[O-])ccc1N1CCCC1	9	0	10	3	1.2	1	-4
C[C@@H]1CN([C@@H](C)CO)S(=O)(=O)c2ccc(C#C[C@@H](C)O)cc2O[C@@H]1CN(C)Cc1cccnc1	0	3	-4	-3	0.3	-5	0
COC(=O)[C@@H]1[C@@H](CO)[C@@H]2Cn3c(ccc(-c4ccccc4OC)c3=O)[C@@H]2N1CC1CCCCC1	7	x	-12	1	-0.6	11	x
O=C(N[C@@H](Cc1ccccc1)C(=O)N1CCC2(CC1)NCCc1[nH]cnc12)c1cccc(Br)c1	-1	-5	0	-5	x	-1	-3
C[C@H](CO)N1C[C@H](C)[C@H](CN(C)C(=O)CCCN(C)C)OCCCC[C@H](C)Oc2ccc(NC(=O)c3ccncc3)cc2C1=O	u	x	x	x	-0.1	x	1
COc1ccccc1CN=C1NC(=O)C(CC(=O)Nc2ccc(C(C)=O)cc2)S1 (configuration not stated)	8	9	16	1	0.4	-1	3
COc1ccc(NC(=O)N(C)C[C@H]2OCCCC[C@@H](C)Oc3ccc(NS(=O)(=O)c4cccs4)cc3C(=O)N([C@H](C)CO)C[C@H]2C)cc1	-8	x	7	-3	0.0	3	-2
